HP1b binding inh: inhibitors of HP1-beta chromodomain binding to methylated histone tails | P83916 | AlphaScreen HP1-beta / biotin-H3K9me3 peptide binding | Potency, µM (series often up to 114 µM), for inactives: at the highest dose activity change, negative = inhibition, actives largely listed as inhibitors | 0.56% of 390,000 active | AID 540317; further: potency means the concentration at half of the fitted maximal effect; nearly all actives have a fitted effect of over 70% in size; inactives centre near 23
Target sequence (P83916 whole entry, looked up): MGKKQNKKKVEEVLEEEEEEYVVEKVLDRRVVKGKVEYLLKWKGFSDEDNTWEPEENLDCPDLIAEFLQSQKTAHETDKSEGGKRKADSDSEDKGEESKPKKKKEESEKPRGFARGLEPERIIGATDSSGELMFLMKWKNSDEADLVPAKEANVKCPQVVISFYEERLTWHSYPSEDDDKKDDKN
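AlphaScreen: HP1-beta (50 nM) preformed 30 min with biotin-H3(1-18)K9me3 peptide (50 nM) in PBS pH 7.4, 0.01% Tween-20. Compound added for 30 min at RT, then streptavidin donor/nickel chelate acceptor beads (10 ug/mL) for 30 min.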
GLS inh: inhibitors of human glutaminase (GLS); O94925; GLS enzymatic activity, qHTS titration; Potency, µM (doses to about 45.5 µM), without a hit: at the top dose activity change, negative = inhibition, most hits filed as inhibitors; 0.21% of 410,000 active; AID 624170; further: potency means the concentration at half of the fitted maximal effect; on the % scale 0 is the no-effect control and ±100 the full control effect
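Two-point fluorescence kinetic (t0, 30 min RT) for hKGA; glutamate detected via glutamate oxidase–HRP–Amplex Red. Substrate: 1 mM L-glutamine solution; buffer 45 mM KH2PO4, pH 8.2.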
ALOX12 inh: ALOX12 (human) lipoxygenase inhibition. P18054. purified 12hLO, xylenol orange hydroperoxide absorbance. Potency, µM (series often up to 108 µM), for inactives: at the top dose activity change, negative = inhibition, actives largely listed as inhibitors. 1.1% of 580,000 active. AID 1671190; further: potency means the concentration at half of the fitted maximal effect; on the % scale 0 is the no-effect control and ±100 the full control effect
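Purified human 12hLO (150 nM final) in 25 mM Hepes, 0.01% Triton X-100, pH 7.0 was preincubated 15 min at room temperature with compound. Then 40 uM arachidonic acid was added, 30 min. Hydroperoxide was read by Fe-XO absorbance ratio 573/405 nm.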
ERG-DNA inh: blocks human ERG Ets domain binding to DNA | fluorescence polarization, His-ERG Ets domain / labelled DNA | Potency, µM (doses to about 76.9 µM), without a hit: top-dose FP activity, negative = inhibition, most hits filed as inhibitors | AID 624246 | 0.028% of 370,000 active | P11308; active means well fitted inhibition curve with a large enough effect in the polarisation, with a control signal flat; inconclusive means small, poorly fitted or top-dose-only effect, or effect the other way, or a change in a side signal; inactive means no such curve, though single readings can be large or run the other way; the % refers to the polarisation;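 further: polarization taken with two DNA probes labelled with fluorescein and Texas red; potency means the concentration at half of the fitted maximal effect; % of control where 0% means no effect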
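His-tagged ERG Ets domain (1 uM in the protein solution; 300mM KCl, 50mM Tris-HCl, 1mM EDTA, 1mM DTT, pH 7.5) received compound, then a probe mix of 5 nM fluorescein-DNA and 100nM Texas-615-DNA. Fluorescence polarization was read for both dyes.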
RGS4 inhibitor: blocks human RGS4-accelerated GTP hydrolysis | Transcreener GDP fluorescence polarization, RGS4-accelerated GTP hydrolysis | P49798 | Potency, µM (doses to about 114 µM), for the others: at the top dose activity change, negative = inhibition, actives largely listed as inhibitors | 0.039% of 390,000 active | AID 504845; further: potency means the concentration at half of the fitted maximal effect; on the % scale 0 is the no-effect control and ±100 the full control effect; nearly all actives have a fitted effect of over 75% in size; some results filed as inactive show a strong effect at the top dose
Target sequence (P49798 whole entry, looked up): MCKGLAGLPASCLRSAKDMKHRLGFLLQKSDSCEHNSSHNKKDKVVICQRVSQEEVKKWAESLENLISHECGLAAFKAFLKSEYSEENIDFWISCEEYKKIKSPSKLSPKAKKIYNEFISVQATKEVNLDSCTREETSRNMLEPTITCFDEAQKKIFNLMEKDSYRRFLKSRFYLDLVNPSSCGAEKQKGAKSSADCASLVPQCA
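MLSMR compounds (23 nl, pin-transferred) preincubated 10 min at room temperature with a 500nM (2x) first reagent, then RGS4 at 900nM (2x) plus Transcreener GDP mix added; fluorescence polarization (620/688 nm) read before and after 90 min at 30 °C.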
G9a block: inhibitors of human histone lysine methyltransferase G9a; Q96KQ7; G9a H3K9 monomethylation, AlphaScreen, 2 h; Potency, µM (doses to about 102 µM), for inactives: top-dose activity, negative = inhibition, hits mostly inhibitors; 8.8% of 350,000 active; further: potency means the concentration at half of the fitted maximal effect; on the % scale 0 is the no-effect control and ±100 the full control effect; nearly all actives have a fitted effect of over 75% in size
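Step 1: enzyme (final 20 nM) with compound, 15 min RT. Step 2: substrate peptide 500 nM and SAM 20 uM, 2 h RT. Step 3: anti-H3K9me1 antibody and AlphaScreen beads, 10 min, then plate read.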
BAZ2B inh: BAZ2B (human) inhibition; Q9UIF8; AlphaScreen BAZ2B-H3K14Ac peptide displacement; Potency, µM (highest dose often 114 µM), for inactives: at the top dose activity change, negative = inhibition, most hits filed as inhibitors; 4.4% of 360,000 active; AID 504333; further: potency means the concentration at half of the fitted maximal effect; on the % scale 0 is the no-effect control and ±100 the full control effect; nearly all actives have a fitted effect of over 60% in size
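Protein-peptide AlphaScreen: BAZ2B 50 nM, b-H3K14Ac 50 nM, 1x PBS pH 7.4 + 0.01% Tween-20. Preincubation 30 min RT; cpd 30 min RT (top 110 uM); beads 20 min RT, light-protected.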
JMJD2A Tudor inh: JMJD2A Tudor domain (human) inhibition | O75164 | AlphaScreen JMJD2A-Tudor / H3K4me3 peptide binding | Potency, µM (titrated, usually from 114 µM), without a hit: at the highest dose activity change, negative = inhibition, actives largely listed as inhibitors | 4.4% of 390,000 active | AID 504339; further: potency means the concentration at half of the fitted maximal effect; on the % scale 0 is the no-effect control and ±100 the full control effect; nearly all actives have a fitted effect of over 50% in size
PI4K2A inh: blocks human PI4K2A kinase activity. Q9BTU6. activity change, negative = inhibition, % at 76.9 µM. purified PI4K2A, ADP-Glo luminescence, 1 h; active compounds read low. 0.13% of 420,000 active; in the data active means activity change below about -50%; inconclusive means mostly about -30% to -49%;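 further: -100% = wells without enzyme as full effect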
Target sequence (Q9BTU6 whole entry, looked up): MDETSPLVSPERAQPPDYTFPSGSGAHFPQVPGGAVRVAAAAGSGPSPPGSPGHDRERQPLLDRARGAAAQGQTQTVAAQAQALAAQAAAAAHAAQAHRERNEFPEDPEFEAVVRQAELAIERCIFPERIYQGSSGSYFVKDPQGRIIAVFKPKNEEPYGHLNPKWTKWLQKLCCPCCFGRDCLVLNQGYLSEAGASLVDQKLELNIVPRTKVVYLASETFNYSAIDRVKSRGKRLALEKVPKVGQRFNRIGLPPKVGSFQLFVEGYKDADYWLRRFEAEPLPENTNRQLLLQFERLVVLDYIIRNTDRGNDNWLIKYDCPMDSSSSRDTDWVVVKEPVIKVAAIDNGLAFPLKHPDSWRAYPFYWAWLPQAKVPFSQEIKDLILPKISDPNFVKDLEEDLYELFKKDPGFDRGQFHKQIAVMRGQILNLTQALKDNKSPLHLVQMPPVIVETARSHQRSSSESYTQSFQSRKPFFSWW
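ADP-Glo luminescence measured ADP generated by PI4K2A enzyme (4 ug/mL before mixing) with 1.2 mM PI substrate (pre-mix) and 300 microM ATP (pre-mix). Tris pH7.5 buffer with MgCl2, Triton X-100; 1 h reaction at ambient temperature.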
* = called active by the depositor; u = inconclusive; x = not tested or not shown; [ ] = dose if it differs, or a comment. Unless noted, the call rests on the fitted dose curve; in most records, active means well fitted curve in the direction sought with a large enough effect; inconclusive means small, poorly fitted or top-dose-only effect, or another doubt; inactive means no such curve, though single readings can be large; an effect the other way counts as inactive or inconclusive. These rows are one share of the data; rates above refer to the full screens.

HP1b binding inh | ALOX12 inh | JMJD2A Tudor inh | ERG-DNA inh | RGS4 inhibitor | BAZ2B inh | Structure | GLS inh | G9a block | PI4K2A inh
-5.9% | u | -31.5% | 4.9% | 7.6% | 2.8% | COc1cc(CCN2C(=O)c3cccc4cccc(c34)C2=O)c(S(=O)(=O)N2CCC(C)CC2)cc1OC | -5.8% | -0.3% | -6.8
9.0% | -6.3% | -26.3% | -3.9% | -14.9% | u | CN(C)c1ccc(C(=O)NNC(=O)c2ccc(Cl)cc2)cc1 | -8.6% | x | -6.0
63.2%[activator] | 5.0% | -18.9% | 4.2% | 0.6%[56.9 µM] | -12.8% | COc1ccc(CCNC(=O)c2cc(-c3cc(C)cc(C)c3O)n[nH]2)cc1OC | 5.1% | x | -1.2
-14.7% | 0.0% | -28.6% | 4.9% | -11.0% | -27.8% | Cc1cc(C(=O)Cn2nnc3ccccc3c2=O)c(C)n1Cc1cccs1 | -1.7% | -21.4% | -0.3
68.2%[activator] | 8.9% | -7.9% | -9.4% | -10.7% | -13.6% | OCCN1CCN(c2cc(C(F)(F)F)nc3c(F)cccc23)CC1 | 8.4% | x | 1.3
1.4% | -18.7% | -34.9% | x | -8.6% | -35.7% | COCC(C)n1c(SCC(=O)NC(=O)Nc2ccc3c(c2)OCCO3)nc2ccccc2c1=O (stereo not drawn) | -4.3% | u | 0.5
14.3% | u | -14.5% | -2.9% | -14.9% | -37.7% | CCOC(=O)NC(=O)/C(C#N)=N/Nc1c(F)cccc1F | 32.7%[activator] | u | 5.4
15.9% | 10.7% | 20µM* | 0.6% | -5.0% | 39.8µM* | CC(Oc1ccccc1)C(=O)Nc1nc(-c2ccccn2)cs1 (stereo not drawn) | 8.7% | 50.1µM* | -4.9
34.5% | -8.2% | -15.9% | -0.8% | 4.9% | -0.4% | CCC1Oc2ccc(Cl)cc2N(CC(=O)NCCc2ccc(Cl)cc2)C1=O (stereo not drawn) | -10.7% | -6.1%[59 µM] | -1.1
25.1% | u | -19.2% | 0.2% | 7.1% | -23.3% | O=C(NC1CCN(Cc2ccc3ccccc3c2)CC1)c1ccccc1 | -4.3% | -12.3% | 0.9
55.7%[activator] | -92.0% | -24.0% | -6.8% | -0.1% | x | Cc1ccc(S(=O)(=O)N2[C@@H](c3ccc(C(C)(C)C)cc3)C(C(=O)O)=CC[C@H]2c2ccc(Cl)cc2)cc1 | -8.5% | x | 1.2
24.1% | u | -25.3% | -1.4% | 5.5% | -3.6% | O=C(CCC1N=C2c3ccccc3N=C(SCc3ccccc3F)N2C1=O)NCc1ccc(F)cc1 (stereo not drawn) | 17.2% | -4.6%[59 µM] | 0.9
u | 28.5% | 56.2µM* | -1.7% | -29.6%[56.9 µM] | u | Cc1ccc(S(=O)(=O)Nc2c(C(=O)O)[nH]c3ccccc23)c(C)c1 | u | u | -3.8
-0.9% | u | u | 0.7% | -25.1% | -37.7% | O=C(CSc1nnc2n1CCCN2)c1ccc([N+](=O)[O-])cc1 | 17.1% | 39.8µM* | 0.3
18.1% | -29.5% | -13.9% | 0.4% | 5.9% | 2.7% | COC(=O)C(C)n1cnc2c(nnn2Cc2ccc(Cl)cc2)c1=O (stereo not drawn) | 4.9% | -24.3%[2.33 µM] | 3.9
34.8% | -13.4% | 4.9% | 20.8% | -17.9% | -13.1% | COc1ccc(C=O)cc1OC(=O)C1(C)Cc2ccccc2C(=O)O1 (stereo not drawn) | -8.7% | u | -6.2
47.2%[activator] | -14.6% | u | -5.5% | 5.8% | -2.8% | Cn1cc(Cl)c(-c2n[nH]c(=S)n2-c2ccc(F)cc2)n1 | 4.8% | 7.94µM* | 0.2
18.1% | -28.2% | -6.5% | 6.5% | -32.6% | u | CCOC(=O)c1sc(=S)n(-c2ccccc2)c1N(C(C)=O)C(C)=O | -14.1% | -0.3%[59 µM] | -0.9
19.3% | -7.7% | -16.1% | -5.9% | -10.9% | -10.3% | COc1ccc2cc(CCNS(=O)(=O)c3c(C)cc(C)cc3C)c(=O)[nH]c2c1 | 5.9% | 12.5% | -4.4
42.4%[activator] | 3.1% | -8.3% | 5.6% | 5.5% | -3.7% | Cc1nc2ccn(Cc3cccnc3)c(=O)c2cc1C(=O)Nc1ccc(F)cc1F | -0.5% | 9.4%[59 µM] | -5.6
54.1%[activator] | 2.1% | 16.8% | -1.2% | -10.9% | 12.5% | O=c1oc2cc(OCc3ccc(C(F)(F)F)cc3)ccc2cc1-c1ccccn1 | 0.1% | -5.8% | 0.9
9.8% | u | -23.1% | -10.0% | 18.1% | u | O=C(c1cccn1-c1nnc(N2CCCC2)s1)N1CCN(c2ccc(Cl)cc2)CC1 | 3.0% | -32.5%[59 µM] | 3.3
32.8% | -12.8% | -3.3% | -6.4% | -13.1% | -18.5% | CC1Sc2ccc(S(=O)(=O)N3CCN(c4ccccc4)CC3)cc2NC1=O (stereo not drawn) | -17.9% | 11.4% | -0.3
21.6%[57 µM] | -14.8% | -20.0% | -4.3% | 5.2% | -18.4% | O=C(CS(=O)(=O)c1cccc2nsnc12)Nc1cc(F)ccc1F | -4.7% | -2.0%[59 µM] | 3.6
52.2%[activator] | -27.9% | 5.8% | -11.5% | 8.6% | -9.6% | COCCn1c(SCC(=O)NC2CCCC2)nc2cccnc21 | -4.0% | -0.2% | -2.9
18.0% | -67.1% | -6.2% | 0.5% | -39.6% | x | O=S(=O)(NC1=NCCC1)c1cccc(NC(=S)Nc2ccc(OC(F)F)cc2)c1 | -14.6% | x | -7.2
-7.0% | -11.1% | u | 0.8% | -9.9%[11.4 µM] | -10.3% | O=[N+]([O-])c1cc(/C=N\O)ccc1Oc1ccc(F)cc1 | 14.9% | 7.3%[59 µM] | -4.9
19.0% | 10.3% | -7.7% | -9.5% | -9.2% | 3.1% | CCc1nc2sc3c(c2c(=S)[nH]1)CC(C)(C)OC3 | -5.0% | 58.5%[activator] | -3.0
36.1% | 25.9% | -10.7% | 5.0% | 10.7% | -9.5% | Cc1cc2cc(OCc3ccccc3)ccc2n1C | -7.4% | x | -4.0
29.0% | u | -8.5% | -4.4% | 17.7% | -0.2% | COc1ccc(CCNCc2c(OC)ccc3ccccc23)cc1OC | -1.5% | -41.9% | 0.2
u | u | u | -13.5% | -32.6% | -6.3% | COc1cc(Cl)ccc1NC(=O)COc1ccccc1C(=O)N1CCN(c2ccc(O)cc2)CC1 | 28.5% | 10µM* | -2.2
29.7% | 15.3% | -3.2% | 8.4% | -18.5% | -0.6% | Cc1occc1C(=O)NCc1ccc(C(=O)O)o1 | 0.3% | 3.8%[12.7 µM] | -6.1
-5.9% | u | u | x | -24.3% | 0.0% | COc1cccc(NC(=O)Nc2ccc3nsnc3c2)c1 | 3.8% | 30.2%[59 µM] | -2.1
7.6% | -13.4% | -20.7% | -5.0% | 2.8% | -18.2% | CC(C)c1nc(SCC(=O)Nc2ccc(C(=O)O)cc2)c2c3c(sc2n1)CCCC3 | -2.2% | -22.4% | 0.7
35.0% | -0.6% | 0.7% | 14.6% | -13.8% | -13.8% | CCNC(=O)COC(=O)/C=C/c1cccc(F)c1 | -21.7% | 2.7% | 0.5
-2.8% | 0.0% | u | -5.5% | -41.3% | -19.7% | O=C(CSc1nc2ccc([N+](=O)[O-])cc2s1)NC1CCS(=O)(=O)C1 (stereo not drawn) | -3.8% | -34.1% | -4.9
41.6%[activator] | -3.1% | -3.5% | 16.0% | 8.0% | -3.1% | Fc1cccc(Cl)c1Cn1nnc2c(NCc3ccncc3)ncnc21 | -5.1% | x | -27.4
44.6%[activator] | 131.7%[activator] | -1.0% | -1.6% | -22.9% | -20.8% | O=C(COC(=O)CCC(=O)c1ccc(F)cc1)NCc1ccco1 | -2.9% | 0.0% | -1.7
26.6% | -7.9% | -1.0% | -3.4% | -9.9% | 2.2% | CC(=O)c1cnc(-c2ccccc2Cl)s1 | -8.9% | -5.8% | -19.5
50.1µM* | u | 56.2µM* | 7.1% | -23.2% | x | O=C(/C=C/c1ccco1)N1CCN(S(=O)(=O)c2ccccc2)CC1 | u | x | -6.3
17.1% | -11.1% | -11.7% | -11.8% | 19.0% | -15.5% | O=C(NCCc1ccccc1)/C(=C\c1ccccc1)NC(=O)c1ccco1 | 12.8% | 30.0% | 6.6
10.6% | 14.8% | -11.5% | -7.4% | 8.5% | -4.9% | CCCC(=O)Nc1nc(-c2ccc(OC)cc2)cs1 | 1.5% | 10.6%[12.7 µM] | -0.5

Record cards (already shown). Values in the order: HP1b binding inh, ALOX12 inh, JMJD2A Tudor inh, ERG-DNA inh, RGS4 inhibitor, BAZ2B inh, GLS inh, G9a block, PI4K2A inh
Listed for CCNC(=O)COC(=O)/C=C/c1cccc(F)c1 = 35.0%, -0.6%, 0.7%, 14.6%, -13.8%, -13.8%, -21.7%, 2.7%, 0.5
Listed for O=C(COC(=O)CCC(=O)c1ccc(F)cc1)NCc1ccco1 = 44.6%[activator], 131.7%[activator], -1.0%, -1.6%, -22.9%, -20.8%, -2.9%, 0.0%, -1.7
